# Pol eta inh = DNA polymerase eta (human) inhibition. recombinant Pol eta, fluorescent DNA replication assay. Potency, µM (top dose mostly 114 µM), without a hit: at the highest dose activity change, negative = inhibition, most hits filed as inhibitors. hit rate 1.2% among 390,000; active means well fitted inhibition curve with a large enough effect; inconclusive means small, poorly fitted or top-dose-only effect, or another doubt; inactive means no such curve, though single readings can be large or run the other way
# Target sequence (Q9Y253 whole entry, looked up): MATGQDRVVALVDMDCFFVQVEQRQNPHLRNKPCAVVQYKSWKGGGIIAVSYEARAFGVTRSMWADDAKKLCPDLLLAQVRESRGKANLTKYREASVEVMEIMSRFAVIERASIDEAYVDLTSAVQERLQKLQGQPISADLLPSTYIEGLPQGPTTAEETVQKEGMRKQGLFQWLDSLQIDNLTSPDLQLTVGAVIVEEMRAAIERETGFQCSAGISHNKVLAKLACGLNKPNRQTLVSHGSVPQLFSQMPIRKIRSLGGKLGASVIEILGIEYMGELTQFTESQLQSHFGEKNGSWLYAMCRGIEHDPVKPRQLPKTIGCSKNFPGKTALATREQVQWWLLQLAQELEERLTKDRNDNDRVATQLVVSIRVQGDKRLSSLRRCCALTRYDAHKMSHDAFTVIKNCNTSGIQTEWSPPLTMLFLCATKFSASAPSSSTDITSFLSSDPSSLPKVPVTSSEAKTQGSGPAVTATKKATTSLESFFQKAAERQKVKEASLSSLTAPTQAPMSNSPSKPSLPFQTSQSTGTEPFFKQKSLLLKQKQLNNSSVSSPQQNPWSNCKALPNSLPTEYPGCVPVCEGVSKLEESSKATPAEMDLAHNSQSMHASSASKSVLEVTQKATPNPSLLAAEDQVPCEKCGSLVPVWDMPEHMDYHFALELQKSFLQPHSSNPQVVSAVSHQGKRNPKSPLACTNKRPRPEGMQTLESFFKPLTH
#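 Fluorescent replication assay: 50 nM final substrate added after a 15 min room-temperature compound preincubation with 10 nM enzyme. Signal taken at 0 min and again at 10 min.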
# * marks the source's active call; other numbers are inactive results; ? = inconclusive. On the % scale 0 is the no-effect control and ±100 the full control effect; potency means the concentration at half of the fitted maximal effect. These rows are one share of the data, so the mix of outcomes need not match the whole.
SMILES,Pol eta inh
COCC1CCCCN1C(=O)c1cc(COc2ccc(C)c(C)c2)on1 (stereo not drawn),-5.9%
O=C(Oc1ccc(-c2nnco2)cc1)c1cc(S(=O)(=O)N2CCOCC2)ccc1F,-6.3%
CCN(Cc1cnn(C)c1)C(=O)c1ccc2nc(Cc3ccccc3F)oc2c1,-14.5%
CCN(CC(=O)Nc1c(F)cccc1F)C(=O)C1CCCO1 (stereo not drawn),-16.6%
Cc1ccccc1CC1(CO)CCCN(C(=O)c2ccoc2)C1 (stereo not drawn),-9.8%
COc1cccc(NC(=O)Nc2ccc(F)cc2)c1,-0.8%
CCCCN1C(=O)C(CC(=O)NCc2cccs2)CC(C(=O)N(C(C)C)C(C)C)=C1C (stereo not drawn),-13.6%
C[C@@H]1CN([C@H](C)CO)C(=O)c2cc(-c3ccccc3)cnc2O[C@@H]1CN(C)C(=O)C1CCOCC1,-0.4%
Nc1ccn([C@@H]2O[C@H](CNCc3ccc(OCC(=O)Nc4nccs4)cc3)[C@@H](O)[C@H]2O)c(=O)n1,-3.1%
C=CCSc1nnc(NC(=O)CCNC(=O)c2ccccc2Cl)s1,-1.6%
C[C@@H](CO)NC(=O)c1[nH]cnc1C(=O)Nc1ccc(CNC(=O)OC(C)(C)C)cc1,3.6%
COc1ccc(CCn2c(C)cc(C(=O)COC(=O)c3ccc(O)cc3O)c2C)cc1,-11.9%
Nc1ccc(S(=O)(=O)Nc2nccc(/C=C/c3cccc([N+](=O)[O-])c3)n2)cc1,-17.0%
N#CC1=C2CCCCC2(O)NC1=O (stereo not drawn),-20.1%
O=C1c2ccccc2C(=Cc2cccnc2)c2ccccc21,-27.3%
CCCNC(=O)N(C)C[C@H]1Oc2ncc(Br)cc2C(=O)N([C@H](C)CO)C[C@H]1C,-18.6%
COc1ccc(S(=O)(=O)N2CCOC2CNC(=O)C(=O)NCCCN2CCCC2=O)cc1OC (stereo not drawn),-6.5%
CC1C(=O)N(Cc2cn(CC3CCCCC3)nn2)CCS(=O)(=O)N1Cc1ccc(-c2ccc(Cl)cc2)cc1 (stereo not drawn),-20.9%
C[C@H]1CN([C@@H](C)CO)C(=O)c2cc(-c3cccc(F)c3)cnc2O[C@H]1CN(C)C(=O)c1cnccn1,-2.8%
CCCc1c(C(=O)N/N=C/C=C/c2ccccc2)nnn1-c1nonc1N,?
C[C@@H]1CN([C@@H](C)CO)C(=O)CCCn2cc(nn2)CO[C@H]1CN(C)S(=O)(=O)c1ccc2c(c1)OCCCO2,-18.2%
COc1ccc2c(C)cc(=O)sc2c1,-1.5%
COc1ccc(C#Cc2ccc3c(c2)O[C@H](CN(C)C(C)=O)[C@H](C)CN([C@@H](C)CO)S3(=O)=O)cc1,-0.1%
COc1ccc(C(=O)NCC(c2ccco2)N2CCOCC2)cc1 (stereo not drawn),-2.8%
O=C(NC1CC1)c1cccc2c1C(=O)c1ccc(N3CCC(N4CCCCC4)CC3)cc1S2(=O)=O,0.3%
Cc1cccc(C(=O)OCC(=O)NCc2ccc(Cl)cc2)c1,5.2%
COc1ccc(S(=O)(=O)N2C[C@H]3CON(C)[C@H]3C[C@H]2c2ccc(-c3cc4ccccc4o3)cc2)cc1,-25.2%
CCCN1C(=O)C(=O)N(CC(=O)N2c3ccccc3NC(=O)CC2C)C1=O (stereo not drawn),-19.3%
COc1ccccc1C(=O)NNC(=O)c1ccc(O)cc1,1.4%
Cc1ccc(NC(=O)c2cc(S(=O)(=O)NCC3CCCO3)ccc2F)cc1 (stereo not drawn),-14.7%
CC1C(c2ccccc2)OCCN1C(=S)NC(=O)c1ccccc1 (stereo not drawn),-5.2%
COC1=Nc2ccccc2/C=C\c2ccccc21,-22.6%
COc1ccc(C=C2CS(=O)(=O)CC(=Cc3ccc(OC)cc3)C2=O)cc1,50.1µM*
COc1ccccc1NS(=O)(=O)c1cc(N/C(=N/S(=O)(=O)c2ccccc2)c2ccc(F)cc2)ccc1Cl,-9.4%
C[C@H](CO)N1C[C@H](C)[C@H](CN(C)Cc2ccncc2)Oc2cc(-c3ccccc3F)ccc2S1(=O)=O,-27.7%
Cc1cn([C@H]2C[C@H](O)[C@@H](CNCc3cnc(N4CCOCC4)s3)O2)c(=O)[nH]c1=O,-5.5%
CCN(CC)C(=O)C1=C(C)N(Cc2ccc(F)cc2)C(=O)C(CC(=O)NCCN2CCOCC2)C1 (stereo not drawn),-9.5%
CCN(CC)C(=O)C1=C(C)N(CCC2=CCCCC2)C(=O)C(CC(=O)NCc2cccs2)C1 (stereo not drawn),1.1%
Cc1cccc(C)c1NC(=O)CN1CCN(C(=O)CCC(=O)N2CCC(c3ccccc3)=N2)CC1,-9.6%
COc1ccc(NC(=O)N(C)[C@H]2C[C@H]3c4[nH]c5ccc(-c6cccc(C)c6)cc5c4CCN3C[C@H]2[C@H](C)O)cc1,-12.8%
COc1cc(S(=O)(=O)N2CCN(C(=O)c3cccs3)CC2)ccc1NC(C)=O,-3.1%
C[C@@H]1CN([C@H](C)CO)C(=O)c2c(c3ccccc3n2C)-c2ccccc2CO[C@H]1CN(C)C(=O)CCC(F)(F)F,-20.7%
CCNC(=O)N1C[C@H]2CON(C)[C@H]2C[C@H]1c1ccccc1Br,-9.4%
CCCCN1C(=O)C(CC(=O)NC2CC2)CC(C(=O)N2CCOCC2)=C1C (stereo not drawn),-19.9%
COc1ccc(NC(=O)C[C@H]2C(=O)N(c3ccc(Br)cc3)C[C@@H]2c2ccc(OC)cc2)cc1,-11.8%
NC(=O)c1ccc(NC(=O)COC(=O)CCC2CCCC2)cc1,-4.6%
COc1ccc([N+](=O)[O-])cc1NCc1c(F)cccc1F,-3.9%
CCCc1cc(=O)oc2cc(OCC(=O)NCCN3CCOCC3)c(Cl)cc12,-7.2%
CC(C)NC(=O)c1ccc(COc2cccc3ccccc23)o1,1.6%
O=C(NC(=S)N1CCN(c2ccc(F)cc2)CC1)c1ccccc1,-5.8%
Cc1ccc(S(=O)(=O)N(C)C[C@H]2Oc3cc(C#CC4CCCC4)ccc3S(=O)(=O)N([C@H](C)CO)C[C@H]2C)cc1,-16.1%
COc1cc2ccnc(C=O)c2cc1OC,-5.5%
CCN1C(=O)[C@H]2[C@@H](c3ccc(C)cc3)N[C@]3(CCCN(Cc4ccc(Cl)cc4)C3=O)[C@H]2C1=O,-2.6%
COc1ccc(CN2C(=O)C(CC(=O)NC3CCCCC3)CC(C(=O)N(C)C)=C2C)cc1 (stereo not drawn),-7.0%
O=C(c1ccc(CS(=O)Cc2cccc(Cl)c2)o1)N1CCN(c2ccc(F)cc2)CC1 (stereo not drawn),-15.0%
C[C@@H]1CN([C@H](C)CO)C(=O)CCCn2nncc2CO[C@H]1CN(C)S(C)(=O)=O,-21.4%
COc1ccc(-c2csc(NC(=O)CS(=O)(=O)c3ccccc3)n2)cc1OC,-25.0%
C[C@H]1Cn2cnc(C(=O)N[C@@H](Cc3c[nH]c4ccccc34)C(=O)OC(C)(C)C)c2C(=O)N1,-8.2%
Cc1ccc(OCc2cc(C(=O)N(C)Cc3cnn(C)c3)no2)cc1C,-15.7%
O=C(c1ccc(F)cc1)N1CCN(S(=O)(=O)c2ccc3c(c2)OCCO3)CC1,-1.8%

# Sorted by count of non-hydrogen atoms (low to high): part of the list above.
SMILES,Pol eta inh
COc1cc2ccnc(C=O)c2cc1OC,-5.5%
COCC1CCCCN1C(=O)c1cc(COc2ccc(C)c(C)c2)on1 (stereo not drawn),-5.9%
C[C@@H](CO)NC(=O)c1[nH]cnc1C(=O)Nc1ccc(CNC(=O)OC(C)(C)C)cc1,3.6%
COc1ccc(CCn2c(C)cc(C(=O)COC(=O)c3ccc(O)cc3O)c2C)cc1,-11.9%
O=C(NC1CC1)c1cccc2c1C(=O)c1ccc(N3CCC(N4CCCCC4)CC3)cc1S2(=O)=O,0.3%
C[C@@H]1CN([C@@H](C)CO)C(=O)CCCn2cc(nn2)CO[C@H]1CN(C)S(=O)(=O)c1ccc2c(c1)OCCCO2,-18.2%

# Three consecutive compounds already listed:
SMILES,Pol eta inh
NC(=O)c1ccc(NC(=O)COC(=O)CCC2CCCC2)cc1,-4.6%
COc1ccc([N+](=O)[O-])cc1NCc1c(F)cccc1F,-3.9%
CCCc1cc(=O)oc2cc(OCC(=O)NCCN3CCOCC3)c(Cl)cc12,-7.2%

# Following part.
SMILES,Pol eta inh
C[C@@H]1CN([C@@H](C)CO)C(=O)CCCn2nncc2CO[C@H]1CN(C)C(=O)CCC(F)(F)F,-1.4%
C[C@H](CO)N1C[C@H](C)[C@@H](CN(C)Cc2ccc(-c3ccccc3)cc2)Oc2ncc(C#C[C@@H](C)O)cc2C1=O,-7.5%
C[C@@H]1CN([C@@H](C)CO)C(=O)CCCn2nncc2CO[C@@H]1CN(C)S(=O)(=O)c1ccccc1C#N,-6.0%
C[C@@H]1CN([C@H](C)CO)C(=O)CCCn2cc(nn2)CO[C@H]1CN(C)C(=O)Nc1cccc(C(F)(F)F)c1,-11.5%
O=CN1CCN(C(=O)Cc2ccc(Cl)cc2)CC1,-1.5%
Cc1ccccc1C1(O)c2ccccc2-c2ccccc21,?
O=C1CN(CCN2CC(=O)N(Cc3ccccc3)C(=O)C2)CC(=O)N1Cc1ccccc1,-9.1%
CC(C(=O)OCC(=O)Nc1ccccc1OC(F)F)N1C(=O)C2CC=CCC2C1=O (stereo not drawn),-19.5%
CCN(CC)Cc1nc2nc(Cl)c(Cl)nc2[nH]1,-8.9%
CNC(=O)C[C@@H]1C(=O)N(Cc2ccccc2)CC1(C)C,-6.5%
CC(C)Cc1nnc(NS(=O)(=O)c2ccccc2)s1,-0.8%
COc1cc(/C=C2/SC(=S)N(CCC(=O)N3CCN(C)CC3)C2=O)cc(OC)c1OC,-1.1%
N=c1c2ccccc2nc2n1CCCCC2,1.1%
C[C@@H]1ON(C)[C@H]2C[C@H]3c4[nH]c5ccccc5c4CCN3C[C@@H]12,-13.5%
COc1ccc(-c2ccc(CN3C(C(C)C)C(=O)N(Cc4cn(CCC5OCCO5)nn4)CCS3(=O)=O)cc2)cc1 (stereo not drawn),-13.5%

# Two entries from above, reformatted.
SMILES	Pol eta inh
COc1cc(/C=C2/SC(=S)N(CCC(=O)N3CCN(C)CC3)C2=O)cc(OC)c1OC	-1.1%
CC(C(=O)OCC(=O)Nc1ccccc1OC(F)F)N1C(=O)C2CC=CCC2C1=O (stereo not drawn)	-19.5%

# Later entries
SMILES,Pol eta inh
Cc1cn([C@H]2C[C@H](O)[C@@H](CNCc3cccc(OC4CCCC4)c3)O2)c(=O)[nH]c1=O,-11.1%
CCCCc1ccc(-c2nn[nH]n2)nc1,0.1%
CNC[C@H]1OCc2ccccc2-c2ccccc2C(=O)N([C@H](C)CO)C[C@H]1C,-1.6%
CCOc1ccc(CCNC(=O)COC(=O)c2[nH]c(C)c(C(C)=O)c2C)cc1OCC,0.3%
CN1C(=O)[C@H]2[C@@H](c3ccc(C(F)(F)F)cc3)N[C@]3(CCCN(Cc4ccco4)C3=O)[C@H]2C1=O,-3.9%
Cc1ccc(C)c(NC(=O)CN(C)C(=O)c2ccc(COc3ccccc3)cc2)c1,-5.7%
CC(C)C1C(=O)N(Cc2cn(CCC3OCCCO3)nn2)CCS(=O)(=O)N1Cc1ccc(-c2ccc(F)nc2)cc1 (stereo not drawn),-1.3%
Cc1ccccc1-n1c(SCC(=O)NC2CC2)nc2ccccc2c1=O,-2.6%
CC1(C)CC(=O)C=C(c2ccc(COC(=O)/C=C/c3ccccc3)cc2)C1=O,-15.4%
CN(Cc1ccccn1)C(=O)c1cc(COc2ccc(F)cc2Cl)on1,-8.8%
C[C@@H]1CN([C@@H](C)CO)S(=O)(=O)c2ccc(Br)cc2O[C@@H]1CN(C)C(=O)c1ccc(F)cc1,-5.7%
O=C1c2ccccc2-c2cc(Br)ccc2NC1O (stereo not drawn),-0.5%
COc1ncnc2c1ncn2CCCN[C@H](C)c1cccc2ccccc12,-17.0%
O=C(COC(=O)/C=C/c1ccc(Cl)cc1)NCc1cccs1,-1.7%
c1cncc(C2SCCCS2)c1,5.3%
CC1C(=O)N(Cc2cn(CCC3OCCO3)nn2)CCS(=O)(=O)N1Cc1ccc(-c2ccncc2)cc1 (stereo not drawn),-7.8%
CC1(C)CNC(=S)N1Cc1ccccc1,-0.6%
O=C(OCc1cn([C@@H]2CN(C(=O)c3cccs3)[C@@H](c3ccc(Cl)cc3)C[C@H]2O)nn1)c1ccccc1,-28.6%
CC(C)CC1C(=O)N(Cc2cn(CCC3OCCO3)nn2)CCS(=O)(=O)N1Cc1ccc(-c2ccccc2)cc1 (stereo not drawn),-18.2%
Cc1cccc(C)c1Nc1n[nH]c(=S)s1,-10.8%
Cc1c(-c2ccccc2)n(O)[n+]([O-])c1-c1ccccc1,-15.4%
CCOc1ccc(Oc2ccc(NS(=O)(=O)c3ccc(CCC(=O)O)cc3)cc2)cc1,-21.7%
O=C(Oc1ccc[nH]c1=O)c1ccccc1,-11.7%
COc1cc(N)c2ncccc2c1SC,-22.4%
NNc1ccc([N+](=O)[O-])c2[nH][nH]c(=O)c12,2µM*
C[C@H](O)[C@@H]1CN2CCc3c([nH]c4ccccc34)[C@@H]2C[C@@H]1N(C)C(=O)Nc1cc(Cl)cc(Cl)c1,-7.6%
COc1ncnc2c1ncn2CCCNC1CCN(Cc2ccccc2)CC1,-0.7%
O=C(CCNC(=O)N1CC(=O)Nc2ccccc21)NCc1ccccc1Cl,-4.5%
CCOc1cc(N2CCOCC2)c(OCC)cc1NS(=O)(=O)c1ccc2c(c1)CC(=O)N2,?
O=C(COC(=O)c1ccc(F)c(S(=O)(=O)N2CCOCC2)c1)Nc1ccc(Cl)cn1,-3.1%
COc1ccccc1S(=O)(=O)N(C)C[C@H]1Oc2ncc(Br)cc2C(=O)N([C@H](C)CO)C[C@H]1C,-18.2%
CCCCN1C(=O)C(CC(=O)NCCc2ccccn2)CC(C(=O)N2CCOCC2)=C1C (stereo not drawn),-7.3%
CCOC(=O)N(C)C[C@@H]1OCc2ccccc2-c2c(n(C)c3ccccc23)C(=O)N([C@H](C)CO)C[C@H]1C,-6.4%
O=C(COC(=O)CSc1ccc(F)cc1)NC1CC1,-6.0%
